Screening data from PubChem.
SR-BI DiI-HDL act: enhances SR-BI lipid uptake from DiI-HDL. CHO ldlA[mSR-BI] cells, DiI-HDL uptake fluorescence, 3 h; 100 = double the neutral-control signal. activation, % at 12.5 µM. actives 0.096% (n = 320,000). AID 504775;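 active = mean replicate activation of at least 60% and every replicate at or above 60%; inconclusive = mean or all-replicate condition met, but not both; inactive = mean below 60% and not all replicates reaching 60%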;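 note: 0% = median plate neutral-control signal and 100% = twice that signal; values of inactives mirror those of a sister screen read the other way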
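System: LDL receptor-deficient CHO ldlA cells overexpressing murine SR-BI | Timing: 3 h uptake period with compound, 37 °C | Medium: HEPES-buffered (25 mM, pH 7.4) F12 plus 0.5% BSA | Dosing: Single-point compound dose | Signal: Bottom-read fluorescence, 550/595 nm | Read-out: Retained DiI signal reflecting DiI-HDL uptake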
DSG3 Ab inh: blocks pemphigus antibody binding to human desmoglein-3 | P32926 | DSG3-coupled beads, scFv-anti-DSG3-GFP binding, flow cytometry; hits give low values | binding (percent of control), % at 10 µM | actives 0.48% (n = 310,000) | AID 588358;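 active = binding more than 3 SD below its plate's average and above zero; inconclusive = below that plate limit but binding exactly zero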;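 note: hits lower antibody fragment binding to DSG3; some compounds called inactive have numbers as strong as hits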
Target sequence (P32926 whole entry, looked up, the tested form may be a part): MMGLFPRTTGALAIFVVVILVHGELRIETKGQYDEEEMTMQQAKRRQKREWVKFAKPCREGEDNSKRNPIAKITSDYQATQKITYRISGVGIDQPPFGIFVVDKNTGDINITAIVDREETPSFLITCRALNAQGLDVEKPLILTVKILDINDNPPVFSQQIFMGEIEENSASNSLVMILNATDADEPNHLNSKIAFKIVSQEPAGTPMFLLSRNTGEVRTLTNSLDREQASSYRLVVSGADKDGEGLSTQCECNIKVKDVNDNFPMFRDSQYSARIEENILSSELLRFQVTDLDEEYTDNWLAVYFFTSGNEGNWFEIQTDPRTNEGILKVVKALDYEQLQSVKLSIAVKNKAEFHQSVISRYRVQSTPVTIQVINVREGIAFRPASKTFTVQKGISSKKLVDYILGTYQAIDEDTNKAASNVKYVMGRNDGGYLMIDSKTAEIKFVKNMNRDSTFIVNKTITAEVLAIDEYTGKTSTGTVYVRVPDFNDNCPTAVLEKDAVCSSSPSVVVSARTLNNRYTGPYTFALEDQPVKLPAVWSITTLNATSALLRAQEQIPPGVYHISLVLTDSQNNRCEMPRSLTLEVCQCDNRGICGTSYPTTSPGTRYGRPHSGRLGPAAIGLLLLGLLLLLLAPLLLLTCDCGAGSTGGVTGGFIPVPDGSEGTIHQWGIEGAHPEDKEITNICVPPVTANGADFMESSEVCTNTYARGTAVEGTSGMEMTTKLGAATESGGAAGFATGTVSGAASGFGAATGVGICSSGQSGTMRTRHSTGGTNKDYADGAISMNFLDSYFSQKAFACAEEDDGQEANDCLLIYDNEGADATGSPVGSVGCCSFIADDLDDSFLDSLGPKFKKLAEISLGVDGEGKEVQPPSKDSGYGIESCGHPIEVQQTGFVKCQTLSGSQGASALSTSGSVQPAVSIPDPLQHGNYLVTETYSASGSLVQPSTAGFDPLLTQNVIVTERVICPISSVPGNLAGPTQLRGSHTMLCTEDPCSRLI
SUMO Mot1 rescue: inhibitors of SUMOylation pathway: yeast Mot1-301 growth rescue; actives 1% (n = 320,000); S. cerevisiae Mot1-301 growth rescue, ATP luminescence, 38.5C; percent above DMSO median, 100 means doubled; growth rescue, % at 18.8 µM;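 active = every valid replicate shows activation above 250% relative to neutral control wells; inactive = the rest, any valid replicate at or below 250%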;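 note: OY570 slx delta 5 strain wells were the positive control but not used for scaling; some compounds called inactive have numbers as strong as hits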
NSD2 HMT inh: blocks human histone methyltransferase NSD2; O96028; NSD2 peptide methylation, AlphaScreen, 120 min; inhibition, % at 12.5 µM; actives 0.54% (n = 310,000); AID 743445; in the data active = inhibition above about 50%
CDK5 inh: inhibitors of human CDK5/p35 kinase. Q00535+Q15078. Recombinant CDK5/p35, ADP-Glo luminescence, 60 min. inhibition, % at 10 µM. actives 0.01% (n = 330,000). AID 488839;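 active = highest replicate inhibition of at least 50% and at least 75% of replicates reaching 50%; inconclusive = only one of the two criteria met; inactive = both criteria failed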;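 note: plate controls were DMSO neutral control for no effect and GW8510 at 10 µM for full effect; many of its hits are not listed in these tables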
PKA-R2B act: activates the human PKA-R2B holoenzyme complex | P22694+P31323 | PKA-R2B holoenzyme dissociation, Cy5-IP20 fluorescence polarization; R2B truncated from residue 108, S112A mutant; 0% DMSO only, 100% 113 µM cGMP | activation, % at 11.4 µM | actives 0.079% (n = 340,000);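 active = activation above a cutoff set at the mean over all compounds plus 3 SD, cut at about 18% in these data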;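 note: higher means more holoenzyme dissociation and a rise in polarization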
Arr AP2 block: blocks beta-arrestin peptide binding to AP2 adaptin; FITC-arrestin peptide / GST-AP2 beads, flow cytometry; AP2 beta2 appendage carries R879A mutation; inhibition, % at 10 µM; actives 0.31% (n = 340,000); AID 504490;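 active = inhibition above a set limit, near 3 SD of compounds lacking own fluorescence, cut at about 54% in these data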;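 note: plate controls were DMSO wells for no effect and 5 µM unlabelled arrestin peptide for full effect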
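Material – GST-tagged AP2 beta2-adaptin appendage (R879A) on 4 µm glutathione beads · Probe or stimulus – fluorescein-tagged arrestin peptide at 50 nM final · Timing – 12 min plus 1 h, RT · Detection – bead flow cytometry, FITC channel · Read-out basis – inhibition as reduced fluorescein signal on beads, percent · Medium – PBS plus Tween 20 (0.05%) and BSA (0.1%)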
PKA-R1A act: PKA-R1A complex activation; actives 0.083% (n = 340,000); activation, % at 11.4 µM; PKA-R1A dissociation, Cy5-IP20 fluorescence polarization; scaled: DMSO 0%, 113 µM cGMP 100%; P00514+P68181;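 active = percent activation above the mean of all tested compounds plus 3 SD, cut at about 19% in these data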;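 note: higher means more PKAc released from R1A so a rise in polarization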
dFosB activator: mouse delta FosB homodimer activation. P13346. purified delta FosB, TAMRA-CDK5 oligo fluorescence polarization; percent of positive-control signal above neutral wells. activation, % at 25 µM. actives 0.99% (n = 340,000). AID 493131;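 active = mean activation above about 17%, with every replicate also reaching it, limit read from the data, passing the limit was not always enough; inconclusive = only one of the two conditions met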;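 note: fluorescence polarization rise as delta FosB binds a TAMRA Cdk5 AP-1 oligo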
MITF act: MITF TRPM1 promoter activation in melanoma cells; AID 588334; actives 0.75% (n = 300,000); activation, % at 12.5 µM; SK-MEL-5 TRPM1-promoter luciferase, 24 h; % of positive control, neutral wells = 0;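 active = mean activation of at least 80% with every replicate also reaching 80%; inconclusive = mean reaches 80% but some replicate falls short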;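 note: 0% = neutral control wells and 100% = parthenolide positive control wells; values of inactives mirror those of a sister screen read the other way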
SR-BI DiI inh: blocks mouse SR-BI lipid uptake from DiI-HDL; inhibition, % at 12.5 µM; actives 0.96% (n = 320,000); ldlA[mSR-BI] CHO cells, DiI-HDL uptake fluorescence, 3 h;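 active = mean replicate inhibition of at least 70% and a set share of replicates each scoring 70 or more; inconclusive = meets just one of the two criteria; inactive = fails both criteria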;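 note: 0% = median of neutral control wells and 100% = median of positive control wells; values of inactives mirror those of a sister screen read the other way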
Starred values were filed as active, the others as inactive; u = inconclusive; x = no result given.

SMILES	SR-BI DiI-HDL act	DSG3 Ab inh	SUMO Mot1 rescue	NSD2 HMT inh	CDK5 inh	PKA-R2B act	Arr AP2 block	PKA-R1A act	dFosB activator	MITF act	SR-BI DiI inh
Cc1cccc(N2C(=O)SC(SC(=Nc3ccccc3)Nc3ccccc3)C2=O)c1 (configuration not stated)	22	86	-9	0	-1.8	-9	8	-8	1	-4	-22
O=C(Nc1nc(-c2ccco2)c(-c2ccco2)s1)c1ccco1	-19	94	-20	3	-2.7	-1	8	3	-13	5	19
Cc1ccc(C(=O)Nc2ccc3cn[nH]c3c2)cc1S(=O)(=O)N1CCOCC1	x	102	138	2	0.0	-6	3	-3	-12	9	x
COc1cccc(CC2(CO)CCN(Cc3cnc(-c4cccc(C)c4)nc3)CC2)c1	-9	99	53	4	-4.9	2	-17	10	-21	2	9
CC(C)C(NC(=O)c1ccco1)C(=O)NCc1ccc(C(=O)O)cc1 (configuration not stated)	x	x	92	1	-1.1	-5	34	-7	-2	-2	x
COc1ccc(CCNC(=O)CN(c2ccccc2)S(C)(=O)=O)cc1	0	96	2	-3	-1.6	6	-15	3	3	-6	0
CCn1c(O)c(/C=C2\C=Nc3ccccc32)sc1=Nc1ccccc1	-80	98	70	-3	-0.9	-8	6	-20	2	68	80*
COc1ccc(NS(=O)(=O)c2ccc(C)c(C(=O)NCC(c3ccco3)N3CCCCC3)c2)cc1 (configuration not stated)	-13	104	57	1	0.1	-17	34	2	2	-3	13
Cn1cccc1C(=O)C(=O)Nc1ccc(F)c(F)c1	-32	103	269	1	0.7	-2	11	-1	1	103*	32
Cc1cc2nc(-c3cc(N4CCOCC4)ccc3[N+](=O)[O-])ccn2n1	8	110	27	x	-1.8	2	-56	-5	1	-9	-8
Cc1ccc(O)c(C2=Nc3ccccc3N=C(c3cccc([N+](=O)[O-])c3)C2)c1	-32	83	-21	0	0.4	14	7	-2	-12	22	32
CN(C)/C=C/C(=O)c1cnc(-c2ccccn2)s1	3	104	2	3	0.2	-4	-10	7	-3	69	-3
O=C(COC(=O)c1ccc(CO)cc1)c1ccc(S(=O)(=O)N2CCCCC2)cc1	12	x	12	-3	-0.3	2	-9	8	u	-3	-12
CC(C)[C@H]1COC(NC2=N[C@@H](C(C)C)CO2)=N1	21	98	4	x	1.0	5	3	-3	1	-5	-21
CCC(CC)C(=O)NCCCCc1ccccc1	22	103	-24	-3	-1.4	-4	9	-1	3	-2	-22
O=C(c1ccc(F)cc1)N1CCC(O)(c2cccnc2)CC1	19	96	-13	-3	-0.3	-5	8	-2	-2	-3	-19
CCN(CC)c1ccc(NC(=S)NC(=O)c2cccs2)cc1	-21	105	1	8	0.4	-5	21	-7	-4	55	21
CC1c2ccccc2N(S(=O)(=O)c2ccccc2)C1C (configuration not stated)	5	92	x	-4	2.2	0	7	6	-5	7	-5
O=C(CCN1C(=O)C2C3C=CC(C3)C2C1=O)Nc1ccccn1 (configuration not stated)	30	93	-18	-2	-0.2	-2	-2	-8	5	x	-30
CCCC(NC(=O)CCl)c1ccccc1 (configuration not stated)	13	93	8	x	-0.7	-3	22	-1	7	-15	-13
CCN(CCCNC(=O)CC(C(=O)N1CCc2ccccc21)n1ccnc1)c1cccc(C)c1 (configuration not stated)	-15	104	4	11	-0.2	5	7	-4	-5	-10	15
COc1ccc2c(c1)CCCC21NC(=O)N(CC(=O)NCc2cccs2)C1=O (configuration not stated)	-11	95	-12	0	-0.5	-6	-5	-6	-3	-1	11
C=C(C)Cn1c(N)cc(=O)nc1SCC(=O)Nc1cccc(C(F)(F)F)c1	-4	102	413*	-1	0.6	0	-2	-8	-3	-9	4
CN1CCN(C(=O)C2=C[C@H](c3ccc4c(c3)OCO4)C[C@H](OCc3ccc(CO)cc3)O2)CC1	12	91	-1	x	-0.3	-11	21	2	2	3	-12
CC(C)NS(=O)(=O)c1ccc(NC(=O)C2CC3C=CC2C3)cc1 (configuration not stated)	x	98	-9	2	-3.4	-3	-3	-9	-10	9	x
O=C(Nc1ccc2c(c1)C(=O)OC2)c1ccc(C(F)(F)F)cc1	x	112	-23	9	-0.3	-3	-5	0	3	x	x
CC(C)(C)C(=O)OCc1nc(-c2ccc(Cl)cc2)cs1	1	98	0	-4	2.9	-14	-9	-8	4	77	-1
COc1ccc(CSCCc2n[nH]c(=S)n2-c2ccccc2)cc1C	x	74	173	17	-2.0	-1	-9	6	-6	-6	x
O=C(CCn1c(=O)oc2ccccc21)NC1=NCCS1	15	x	342*	-1	-1.9	-2	8	-4	-3	4	-15
COc1ccc(N2CCN(C(=O)CN(c3ccc(Br)cc3)S(C)(=O)=O)CC2)cc1	7	101	96	11	-12	-6	-5	-4	-1	-10	-7
O=C1N/C(=N/Nc2ccccc2)S/C1=C\c1ccccc1	1	102	99	23	2.0	1	-14	-8	-3	-2	-1
COc1ccc(-c2cc(C(=O)N3CCN(C(=O)c4ccco4)CC3)[nH]n2)cc1	-5	122	-24	-1	-4.2	2	5	-15	-6	4	5
CC(C)C(=O)NC(=S)Nc1ccccc1C(=O)NC1CCCCC1	30	102	0	0	0.6	0	2	-8	-1	7	-30
Cc1ccc(Cl)cc1NC(=O)CN1CCN(S(=O)(=O)N2CCOCC2)CC1	2	88	-1	-4	0.1	2	24	2	5	0	-2
COc1ccc(NC(C)c2cc(Cl)ccc2O)cc1 (configuration not stated)	6	151	5	8	-1.2	-3	6	6	-14	x	-6
Cc1ccc(C2NC(=O)c3ccccc3N2)s1 (configuration not stated)	-12	106	0	-1	0.0	-3	-3	-20	-15	33	12
CCCCn1c(SCC(=O)N(CC)C2CCS(=O)(=O)C2)nc2cc(S(N)(=O)=O)ccc21 (configuration not stated)	16	16*	-15	-2	4.3	3	10	2	-9	-15	-16
CCCN(CCC)CCOc1cc(C)ccc1C(C)C	12	108	-19	6	0.3	-8	7	0	-2	1	-12
O=C(c1ccccc1)c1nc2ccccc2[nH]c1=O	9	102	-16	-2	-1.6	5	1	2	-3	-5	-9
O=C(COC(=O)c1cc[n+]([O-])cc1)Nc1ccc(Cl)cc1Cl	16	x	1	1	0.0	-3	-3	-10	7	x	-16
Cn1c(=O)n(CC(=O)Nc2ccc(F)cc2)c2ccccc21	8	101	-8	5	-1.1	6	-11	-2	-5	3	-8
Cc1nc2ccccc2nc(=O)c1NNc1ccccc1	16	106	x	1	1.5	-8	x	8	-8	102*	-16
Cc1cccc(NC(=O)/C(C#N)=C/c2cccc([N+](=O)[O-])c2)n1	-7	90	483*	0	1.4	-3	40	7	-6	0	7
O=C1c2cc3ccccc3c(-c3ccccc3)c2C(=O)N1c1ccccn1	-18	x	-9	0	-1.2	-7	1	0	-23	0	18
c1cncc(-c2nc(-c3cccs3)cs2)c1	-10	98	34	-3	3.6	8	5	8	-2	22	10
N/C(=N\OS(=O)(=O)c1ccc2ccccc2c1)c1cccnc1	0	83	12	0	-1.1	3	-6	-6	-1	6	8
Cc1cc(Nc2cc(Cl)nc(Sc3ccc(NC(=O)C4CC4)cc3)n2)n[nH]1	-28	97	12	x	-1.0	4	33	-3	-1	-1	28
Oc1csc(Cc2nc(-c3ccccc3F)cs2)n1	-18	110	-24	-8	-1.9	-8	13	5	-3	57	18

Single records (already shown). Screens in order: SR-BI DiI-HDL act, DSG3 Ab inh, SUMO Mot1 rescue, NSD2 HMT inh, CDK5 inh, PKA-R2B act, Arr AP2 block, PKA-R1A act, dFosB activator, MITF act, SR-BI DiI inh
Cn1c(=O)n(CC(=O)Nc2ccc(F)cc2)c2ccccc21 is listed with 8, 101, -8, 5, -1.1, 6, -11, -2, -5, 3, -8
Oc1csc(Cc2nc(-c3ccccc3F)cs2)n1 is listed with -18, 110, -24, -8, -1.9, -8, 13, 5, -3, 57, 18
O=C(c1ccccc1)c1nc2ccccc2[nH]c1=O is listed with 9, 102, -16, -2, -1.6, 5, 1, 2, -3, -5, -9
CCCN(CCC)CCOc1cc(C)ccc1C(C)C is listed with 12, 108, -19, 6, 0.3, -8, 7, 0, -2, 1, -12
Cc1cccc(NC(=O)/C(C#N)=C/c2cccc([N+](=O)[O-])c2)n1 is listed with -7, 90, 483*, 0, 1.4, -3, 40, 7, -6, 0, 7

Arranged by SMILES length (smallest number first): 4 of the compounds above
SMILES	SR-BI DiI-HDL act	DSG3 Ab inh	SUMO Mot1 rescue	NSD2 HMT inh	CDK5 inh	PKA-R2B act	Arr AP2 block	PKA-R1A act	dFosB activator	MITF act	SR-BI DiI inh
Cn1c(=O)n(CC(=O)Nc2ccc(F)cc2)c2ccccc21	8	101	-8	5	-1.1	6	-11	-2	-5	3	-8
O=C1c2cc3ccccc3c(-c3ccccc3)c2C(=O)N1c1ccccn1	-18	x	-9	0	-1.2	-7	1	0	-23	0	18
Cc1cccc(NC(=O)/C(C#N)=C/c2cccc([N+](=O)[O-])c2)n1	-7	90	483*	0	1.4	-3	40	7	-6	0	7
CCCCn1c(SCC(=O)N(CC)C2CCS(=O)(=O)C2)nc2cc(S(N)(=O)=O)ccc21 (configuration not stated)	16	16*	-15	-2	4.3	3	10	2	-9	-15	-16
